Screening data (PubChem BioAssay)
VIM-2 inhibitor = VIM-2 metallo-beta-lactamase inhibitors, primary screen, biochemical, epi-absorbance readout, Pseudomonas aeruginosa enzyme. hit rate 0.89% among 290,000. inhibition, % at 5.6 µM. purified VIM-2, nitrocefin hydrolysis, epi-absorbance fluorescence;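 active = inhibition above the mean of all tested compounds plus 3 SD, cutoff set per screening run, cut at about 7.5% in these data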;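 note: red hydrolysis product quenches plate fluorescence so inhibitors raise well fluorescence; 0% = enzyme with DMSO and 100% = DMSO without enzyme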
NALP1 yeast inh = NALP1 inflammasome inhibitors in reconstituted yeast, colorimetric, S. cerevisiae, triplicate retest. S. cerevisiae NALP1/ASC/caspase-1 growth, X-gal OD620, 72 h. inhibition, % at 10 µM. hit rate 0.61% among 280,000; in the data active = inhibition mostly above about 24%, no sharp cut-off; inactive = mostly below about 32%; note: some compounds called inactive have numbers as strong as hits
IMP-1 inh = IMP-1 metallo-beta-lactamase inhibitors, primary screen, biochemical, epi-absorbance readout, Pseudomonas aeruginosa enzyme. metallo-beta-lactamase IMP-1 (Pseudomonas aeruginosa). purified IMP-1, nitrocefin hydrolysis, epi-absorbance fluorescence. inhibition, % at 5.6 µM. hit rate 0.45% among 290,000. AID 1556, 2009;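 active = inhibition above the mean plus 3 SD of all compounds in the same screening run, cut at about 4.5% in these data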;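 note: 0% = IMP-1 with DMSO and 100% = DMSO wells lacking enzyme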
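assay system = purified recombinant IMP-1 metallo-beta-lactamase enzyme | schedule = 15 min preincubation plus 25 min reaction at 25 °C | signal = Epi-absorbance fluorescence, 480 nm excitation, 530 nm emission | read-out basis = percent inhibition from optical density relative to buffer-blank wells | controls = IMP-1 with DMSO as 0%, enzyme-free DMSO as 100%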
IDE cell activ = human IDE activators in live cells, primary screen, fluorescence polarization, HEK cells, FAbeta-B substrate; Insulin-degrading enzyme (Homo sapiens), P14735; FAbeta-B cleavage; 0% vehicle, 100% cell-free pure enzyme wells; activation, % at 5.96 µM; hit rate 0.073% among 340,000;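 active = activation above the mean of all tested compounds plus 3 SD, set per screening campaign, cut at about 17% in these data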
IDE cell inh = human IDE inhibitors in live cells, primary screen, fluorescence polarization, HEK cells, FAbetaB substrate; Insulin-degrading enzyme (Homo sapiens), P14735; inhibition, % at 5.59 µM; FAbetaB cleavage; hit rate 0.41% among 320,000;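 active = percent inhibition above the average of all tested compounds plus 3 SD, set per screening campaign, cut at about 16% in these data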;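 note: IDE supplied by intact live HEK cells; FP after avidin binding of uncleaved biotin substrate so inhibition keeps polarization high; 0% = DMSO wells and 100% = 60 µM reference IDE inhibitor Ii1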
M18AAP inhibitor = PfM18AAP inhibitors, malaria aminopeptidase, primary screen, biochemical, QFRET, recombinant enzyme; M18 aspartyl aminopeptidase (Plasmodium falciparum 3D7); H-Glu-NHMec fluorogenic cleavage; inhibition, % at 7.35 µM; hit rate 1.2% among 290,000;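 active = inhibition above the campaign mean inhibition over all tested compounds plus 3 SD, cut at about 28% in these data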;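 note: 0% = plate median of test compound wells and 100% = 2 mM ZnCl2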
GPR7 antag = GPR7 receptor antagonists, primary screen, cell-based, fluorescence, single concentration. Neuropeptides B/W receptor type 1 (Homo sapiens), P48145. GPR7-expressing cells, fluorescence antagonist assay. inhibition, % at 4.4 µM. hit rate 1.1% among 290,000; in the data active = inhibition above about 16%, passing the limit was not always enough;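 note: cells stimulated with the agonist NPW; 0% = agonist with vehicle and 100% = vehicle without agonist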
Target sequence (P48145 whole entry, looked up): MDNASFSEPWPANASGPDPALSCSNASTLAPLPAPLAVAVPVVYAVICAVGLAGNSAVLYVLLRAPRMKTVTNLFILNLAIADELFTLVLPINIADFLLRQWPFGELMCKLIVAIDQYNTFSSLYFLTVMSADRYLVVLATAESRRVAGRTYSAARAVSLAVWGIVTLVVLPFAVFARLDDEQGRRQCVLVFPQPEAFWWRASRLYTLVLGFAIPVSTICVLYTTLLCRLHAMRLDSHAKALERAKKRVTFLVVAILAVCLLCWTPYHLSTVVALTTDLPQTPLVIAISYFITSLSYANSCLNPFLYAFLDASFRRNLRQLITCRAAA
PHOSPHO1 block = PubChem AID 1565; Phosphoethanolamine/phosphocholine phosphatase (Homo sapiens), Q8TCT1; recombinant PHOSPHO1, absorbance phosphatase assay; inhibition, % at 13.3 µM; hit rate 1.1% among 290,000; in the data active = inhibition above about 60%
Target sequence (Q8TCT1 whole entry, looked up): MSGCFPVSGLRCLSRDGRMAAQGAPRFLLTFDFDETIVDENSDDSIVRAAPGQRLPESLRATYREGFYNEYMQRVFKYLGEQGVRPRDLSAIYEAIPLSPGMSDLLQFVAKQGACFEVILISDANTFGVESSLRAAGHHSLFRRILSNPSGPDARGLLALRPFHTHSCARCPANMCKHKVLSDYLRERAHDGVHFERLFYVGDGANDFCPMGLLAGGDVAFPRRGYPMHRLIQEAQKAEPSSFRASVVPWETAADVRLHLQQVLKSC
pCIP destab = p/CIP-EGFP fusion destabilizers, primary screen, fluorescence, F442A cells; Q05BA5; 16 h; decrease of EGFP signal, % at 10 µM; hit rate 0.01% among 290,000;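 active = EGFP signal decrease of at least 30% at 10 µM or well 3 SD below plate mean, unless failing retest; inactive = the rest, including hits failing retest or dose response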; note: some compounds called inactive have numbers as strong as hits; many of its hits are not listed in these tables
An asterisk follows results filed as active; x = not tested or not shown.

IDE cell inh | M18AAP inhibitor | PHOSPHO1 block | VIM-2 inhibitor | GPR7 antag | structure | IMP-1 inh | NALP1 yeast inh | pCIP destab | IDE cell activ
3 | 2 | 3 | -2.8 | -12 | O=C(NCCCN1CCOCC1)C(C(=O)c1ccccc1)n1ccccc1=O (centres undefined) | -5.6 | 40* | -15 | 4
-2 | 0 | 6 | -1.8 | -7 | CC(=O)Oc1ccc(N2C(=O)[C@@H]3[C@H](C2=O)[C@H]2c4ccccc4C=NN2[C@@H]3C(C)=O)cc1 | -3.1 | 8 | -1 | 5
0 | -3 | -24 | -3.7 | -4 | Cc1ccc(S(=O)(=O)NCC2NCCc3ccccc32)cc1 (centres undefined) | -3.2 | 3 | 15 | 0
6 | -2 | 4 | -3.6 | -8 | CSc1ccc(C2CC(=O)Nc3nc(SC)[nH]c(=O)c32)cc1 (centres undefined) | -2.0 | -16 | 10 | -2
3 | 6 | 68* | 1.5 | -7 | CCC(C)(C)n1nnnc1C(c1ccc(O)c(OC)c1)N1CCN(c2nc3ccccc3s2)CC1 (centres undefined) | -2.2 | 12 | -18 | 2
6 | 15 | 9 | -5.6 | -8 | Cc1ccc(CNC(=O)Nc2cccs2)cc1 | -3.0 | 16 | -3 | 1
2 | -2 | 8 | -2.6 | -18 | COc1cc(C2OC(c3cc(OC)c(OC)c(OC)c3)C(C)C2C)cc(OC)c1OC (centres undefined) | -2.5 | -3 | -2 | 9
1 | -2 | -13 | 0.3 | 6 | Cn1cccc1C(=O)NC(=O)CSc1nc2ccccc2s1 | -3.5 | 5 | -11 | 1
2 | 5 | 4 | -3.2 | -13 | Cc1ccc(C(=O)c2cc(C)sc2N)cc1 | -3.8 | 5 | -4 | -1
3 | 5 | -7 | -3.2 | 12 | Cc1ccc(NC(=O)C(=O)NCc2ccc(/C=N/NC(=O)c3c(C)nc4cc(C)ccn34)o2)cc1 | -4.7 | 20 | -14 | x
4 | -4 | 4 | -0.3 | 2 | CC(C)C[C@H](NC(=O)OC(C)(C)C)C(=O)N[C@@H](CO)[C@H](O)[C@@H]1C[C@@H]1C(=O)NC1CC1 | -3.9 | -3 | -3 | 4
3 | -17 | 20 | -5.2 | -1 | CN(C)Cc1nc2ccccc2c(=O)n1Cc1nc(C(C)(C)C)cs1 | -4.2 | 3 | -11 | 7
5 | 1 | 23 | -1.1 | -3 | Cc1c(C)c2c(OCC(=O)NCC(=O)NCC(=O)O)cc3c(c2oc1=O)CCC(C)(C)O3 | -2.0 | 13 | 8 | 6
6 | -5 | 3 | 2.2 | 3 | Cc1ccc(SCc2ccc(C(=O)Nc3ccccc3Br)cc2)cc1 | -0.7 | 23 | -3 | 0
-15 | -11 | 34 | 0.3 | 12 | Cc1cccc(Sc2c([N+](=O)[O-])ncn2C)n1 | -1.8 | 14 | -9 | 5
-1 | 0 | 40 | -3.4 | 7 | CC(C)CCN1CCN(Cc2cccn2-c2nccs2)CC1CCO (centres undefined) | -3.7 | 25 | 1 | 2
1 | 4 | 15 | -2.6 | -6 | Cn1ccsc1=NC(=O)c1ccc([N+](=O)[O-])o1 | -2.8 | 7 | -15 | 0
4 | -1 | -2 | -2.4 | -4 | Cc1ccc(S(=O)(=O)Nc2ccccc2CNc2ncc(Br)cc2Br)cc1 | -4.1 | 25 | -15 | 3
7 | -11 | 21 | -0.6 | -9 | O=C(CSc1ccsc1[N+](=O)[O-])NCCc1ccc(Cl)cc1 | -1.6 | 2 | 0 | 3
-2 | -11 | 2 | 2.4 | 9 | O=C(ONC1=NCCCCC1)c1cccc([N+](=O)[O-])c1 | 0.1 | -19 | -8 | -1

IDE cell inh | M18AAP inhibitor | PHOSPHO1 block | VIM-2 inhibitor | GPR7 antag | structure | IMP-1 inh | NALP1 yeast inh | pCIP destab | IDE cell activ
8 | 1 | -10 | -3.5 | -8 | Cn1c(C(=O)OC(C(=O)NC2CCCC2)c2ccncc2)cc2sccc21 (centres undefined) | -5.1 | -20 | -14 | -7
2 | -4 | 33 | -0.5 | -7 | CCOC(=O)CNc1ccc(OC(F)(F)F)cc1 | -0.5 | -5 | -9 | -1
-2 | -8 | 10 | -0.8 | -12 | Cc1ccc2[nH]c(=O)c(CN(CCCN3CCOCC3)C(=O)Nc3ccc(Cl)cc3)cc2c1 | -1.5 | 18 | 13 | -3
1 | 2 | 4 | -1.8 | -8 | O=C(Nc1ccc2nn(-c3ccccc3)nc2c1)c1ccc(Br)o1 | -2.8 | 22 | 0 | -4
-1 | -14 | -11 | 0.9 | 0 | CCC1(C)C2(C#N)C(N)=NC(OC)(OC)C12C#N (centres undefined) | -3.1 | -1 | -8 | 0
0 | 4 | 14 | -3.1 | -5 | CCS(=O)(=O)N1Cc2ccccc2CC1C(=O)Nc1nc2ccccc2[nH]1 (centres undefined) | -0.4 | 16 | 2 | 3
-3 | 1 | 7 | -2.8 | -3 | COc1ccccc1-n1nc(C(=O)Nc2ccc3c(c2)OCO3)c2ccccc2c1=O | -3.6 | -14 | -2 | 4
1 | 1 | 8 | -2.2 | 0 | Cc1ccc(C#CC[N+](C)(C)CC#Cc2ccccc2)cc1 | -1.6 | -15 | -18 | 5
14 | -6 | 2 | 1.8 | -3 | COc1ccccc1N1C(=N)S/C(=C\c2ccc(-c3ccccc3C(=O)O)o2)C1=O | -1.7 | 15 | -8 | -7
3 | 2 | 53 | -4.2 | -12 | CCOC(=O)CSc1nc(-c2ccc(OC)cc2)ns1 | -2.8 | 25 | -7 | 7
3 | -3 | 33 | -5.3 | 18 | CC(C)C(=O)N(Cc1ccccc1)S(=O)(=O)c1ccc2c(c1)oc(=O)n2C | 2.4 | -8 | 1 | 1
-1 | -13 | -1 | -0.8 | -1 | CC(C)(C)n1nnnc1C(c1ccc(Cl)cc1)N1CCSCC1 (centres undefined) | -0.8 | -33 | -1 | 1
-1 | 1 | 52 | -2.0 | -6 | O=C1N(Cc2cccnc2)C[C@@H]2C[C@@H](c3ccccc3C#Cc3ccccc3)N3CCC[C@@]123 | -2.8 | 10 | -7 | 1
-1 | -12 | 25 | -0.4 | -13 | COCc1nnc(NC(=O)CCc2ccccc2)s1 | -4.9 | -4 | -22 | 5
6 | 0 | -12 | -2.8 | 0 | O=[N+]([O-])c1ccccc1S(=O)(=O)NCc1ccc(F)cc1 | -2.7 | 4 | -7 | x
1 | 8 | -18 | -0.8 | -13 | O=C(c1cc2nc(-c3ccco3)cc(C(F)(F)F)n2n1)N1CCN(Cc2ccccc2)CC1 | -5.5 | 14 | -16 | -2
0 | 2 | -2 | 0.0 | 13 | O=C(COc1ccccc1F)N1c2ccccc2CCc2ccccc21 | -0.2 | 32 | -10 | 4
7 | -1 | 48 | 0.7 | -3 | O=C(O)c1ccc(Cl)c(S(=O)(=O)Nc2ccccc2N2CCOCC2)c1 | 0.4 | 5 | -3 | -5
5 | 3 | 44 | -2.8 | -12 | COc1cccc(C2CC(c3ccccc3)Nc3nc(N)nn32)c1 (centres undefined) | -2.3 | 5 | 5 | 3
4 | 0 | 2 | -2.5 | 5 | CCCCC(c1nnnn1CCOC)N1CCN(Cc2ccccc2)CC1 (centres undefined) | -6.8 | 6 | -7 | 5

IDE cell inh | M18AAP inhibitor | PHOSPHO1 block | VIM-2 inhibitor | GPR7 antag | structure | IMP-1 inh | NALP1 yeast inh | pCIP destab | IDE cell activ
-2 | 5 | 1 | -2.0 | -17 | CCCCCn1c(SCC(=O)OC)nc2c1c(=O)[nH]c(=O)n2C | -5.2 | 28 | -19 | 6
6 | 0 | 32 | 1.6 | 8 | O=C(O)c1csc(-c2cccs2)n1 | -1.3 | -15 | -1 | 3
8 | 1 | 2 | -2.6 | -8 | Cc1ccc(C)c(NC(=O)c2cc(=O)c3ccccc3o2)c1 | -3.5 | 23 | 4 | 1
-1 | 5 | 51 | 2.4 | -10 | Cc1[nH]n(-c2ccccc2)c(=O)c1N=Nc1cccc(C(=O)O)c1 | -4.6 | 10 | -8 | 4
6 | -6 | -4 | 3.6 | -5 | O=c1cc(-c2ccccc2F)oc2ccccc12 | -1.6 | 10 | 5 | 2
5 | 4 | 7 | -3.2 | -7 | CC(C)(C)c1ccc(NC(=O)c2ccc(=O)[nH]n2)cc1 | -4.1 | 11 | 5 | 2
3 | 2 | -1 | -4.1 | -17 | O=C(Nc1ccccc1N1CCCCC1)c1cccs1 | -1.8 | 7 | -6 | 2
-6 | 1 | 13 | -1.2 | -14 | Cc1c(Br)c([N+](=O)[O-])nn1CC(=O)Nc1ccccn1 | -1.4 | -4 | -3 | 9
1 | -13 | 9 | -1.1 | -6 | CCOc1ccccc1C(=O)NCCc1cnc[nH]1 | -2.0 | 20 | -4 | 3
-1 | -1 | 2 | -1.7 | -1 | Cc1ccc(NC(=S)c2ccccc2)cc1 | -0.5 | 16 | -6 | 2
1 | -8 | 12 | -2.9 | -8 | Cc1ccc(C(=O)Nc2ccc3c(c2)OCO3)cc1 | -1.4 | -10 | 2 | 1
1 | -4 | 20 | -4.1 | -9 | COCCN(C(=S)Nc1ccc(C)cc1)C(C)c1cccnc1 (centres undefined) | 0.4 | -4 | 6 | -2
1 | -4 | -188 | -2.2 | -10 | COc1ccc(-c2oc3cccnc3c2/C=C/c2ccc(OC)c(OC)c2)cc1 | -2.2 | -14 | -8 | -2
2 | 4 | 40 | -2.7 | 8 | O=C(NCc1ccc(F)cc1)C1Cc2ccccc2CN1C(=O)c1ccco1 (centres undefined) | -3.2 | 5 | -12 | -3
x | 5 | 34 | -2.6 | 0 | CC(=O)NCCc1nc2cc(NC(=O)c3ccccc3Cl)ccc2n1C | -3.7 | 3 | 10 | 0
0 | -10 | 8 | 0.4 | 8 | Nc1ccccc1SCc1cn2cccnc2n1 | 1.6 | x | -11 | 3
2 | 7 | -23 | -2.6 | -18 | CCOC(=O)N1CCN(C(=O)CSc2ccc(-c3cccnc3)nn2)CC1 | -6.7 | 12 | 8 | x
9 | -5 | -2 | -2.3 | 1 | Nc1cccc(NC(=O)CN2CCOCC2)c1 | -5.2 | 14 | -4 | -7
-2 | -5 | 27 | -1.4 | -10 | O=C(NCCc1ccccc1)c1cc(-c2ccncc2)nc2ccc(S(=O)(=O)N3CCOCC3)cc12 | -2.2 | 24 | -6 | 0
0 | 2 | 29 | -0.1 | -16 | COC(=O)CC(NS(=O)(=O)c1cccs1)c1ccc2c(c1)OCO2 (centres undefined) | -2.4 | 3 | -2 | 11

Pulled one by one from above:
IDE cell inh | M18AAP inhibitor | PHOSPHO1 block | VIM-2 inhibitor | GPR7 antag | structure | IMP-1 inh | NALP1 yeast inh | pCIP destab | IDE cell activ
0 | 2 | 29 | -0.1 | -16 | COC(=O)CC(NS(=O)(=O)c1cccs1)c1ccc2c(c1)OCO2 (centres undefined) | -2.4 | 3 | -2 | 11
8 | 1 | 2 | -2.6 | -8 | Cc1ccc(C)c(NC(=O)c2cc(=O)c3ccccc3o2)c1 | -3.5 | 23 | 4 | 1
